# From PubChem BioAssay
# Rpn11 block: blocks the human proteasome subunit Rpn11; hit rate 0.59% among 360,000; human 26S proteasome, Ub4-pepOG fluorescence polarization; 20S core pre-blocked with epoxomicin; calls only at 20 µM; O00487; AID 588493;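 active means inhibition at 20 µM, scaled to each plate's controls, above about 33%, limit read from the data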
# MsrA inhibitor: bovine MsrA inhibition; purified bovine MsrA, absorbance read-out; inhibition, % at 15.5 µM; hit rate 0.75% among 360,000; AID 651718; in the data active means inhibition above about 4.5%;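 further: 0% = vehicle wells with enzyme and 100% = reference inhibitor wells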
# CSN deneddyl inh: inhibitors of human CSN-mediated cullin deneddylation. AID 651999. Q92905. Purified CSN, SCF-Nedd8-OG deneddylation, fluorescence polarization. hit rate 0.38% among 360,000. inhibition, % at 12.5 µM;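 active means pattern-corrected inhibition above about 35%, with an unprinted fluorescence ratio check between 0.5 and 1.5, limit read from the data, passing the limit was not always enough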;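 further: 0% = enzyme with substrate and 100% = substrate without enzyme; some results filed as inactive read as strong as hits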
#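 test system = HEK293T-derived human Csn5 enzyme | amount = 0.24 nM Csn5 enzyme, final concentration | medium = Tris/NaCl/DTT buffer, pH 7.5 | schedule = 90 min reaction at room temperature | signal = FP | evaluation = inhibition of Csn5 cleavage, % | compound dosing = single dose of 12.5 µM compound with 0.25% DMSO | probe or stimulus = 10 nM SCFSkp2-Nedd8OG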
# SUMO1-SIM PPI: modulators of human SUMO1-mediated protein-protein interactions; SUMO1 binding to a labelled peptide, TR-FRET, 1 h; hit rate 0.33% among 360,000; inhibition, % at 20 µM; P63165; in the data active means inhibition above about 37%
# Tb MetRS inh: Trypanosoma brucei MetRS inhibition; AID 624268; hit rate 0.4% among 360,000; inhibition, % at 11.9 µM; purified T. brucei MetRS, ATP depletion, Kinase-Glo luminescence;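 active means inhibition above a per-plate cutoff of the control wells' mean inhibition plus 3 SD, cut at about 5.5% in these data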;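 further: 0% = DMSO wells median and 100% = median of wells with control inhibitor compound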
#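 assay system = parasite MetRS enzyme | timing = 15 min preincubation, 2 h reaction, all 25 °C | evaluation = percent inhibition relative to median high and low control wells | medium = HEPES buffer containing pyrophosphatase, BSA, spermine, DTT | compound = single dose, 11.9 µM final nominal, 0.9% final DMSO | detection = Kinase-Glo luminescence, ATP depletion format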
# NadD block: NadD (S. aureus) enzyme inhibition. purified NadD enzyme, colorimetric absorbance read-out. inhibition, % at 20 µM. hit rate 0.78% among 360,000. AID 602399; in the data active means inhibition above about 26%; further: some compounds past the cut are filed as inactive
# LMPTP inh: LMPTP (human) inhibition; P24666; recombinant LMPTP-A, OMFP fluorogenic substrate, fluorescence intensity; inhibition, % at 20 µM; hit rate 0.22% among 360,000; AID 651560;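 active means compounds that cut the enzyme signal by at least half of the control window in the single-dose screen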;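 further: plate controls were DMSO wells with enzyme plus substrate for no effect and substrate without enzyme for full effect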
#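 material = LMPTP-A | quantity = 0.625 nM enzyme | reagent = OMFP substrate, 400 µM final | buffer or medium = Bis-Tris pH 6.0, DTT, detergent | detection = endpoint fluorescence intensity from OMFP dephosphorylation | dosing = single 20 µM dose | read-out basis = % inhibition relative to no-enzyme and uninhibited control wells | control set = no-enzyme and uninhibited controls | timing = 50 min at room temperature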
# Scp-1 inhibitor: blocks human Scp-1 phosphatase activity. Q9GZU7. Recombinant Scp1, phosphopeptide, malachite green phosphate absorbance. inhibition, % at 20 µM. hit rate 0.88% among 340,000. AID 493091;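 active means inhibition above about 50% at 20 µM, limit read from the data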;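 further: plate controls were DMSO wells with enzyme for no effect and wells lacking enzyme for full effect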
#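 Test system: SCP-1 catalytic domain; Buffer or medium: Acidic Tris acetate buffer with magnesium and detergent; Also added: Phosphorylated 17-residue peptide substrate; Compound: single 20 µM dose, 1% DMSO; Schedule: enzyme reaction 45 min at room temperature, colour 5 min, stabilisation 30 min; Signal: Phosphate-binding colour reagent, absorbance read at 630 nm.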
# DNMT1 block: DNMT1 (human) enzyme inhibition. DNMT1 molecular beacon, Hinp1I cleavage, fluorescence. inhibition (reported as % activation of signal), % at 10 µM. hit rate 0.83% among 360,000. AID 588458; in the data active means inhibition above about 50%
# Target sequence (P26358 504-1616 limits assumed): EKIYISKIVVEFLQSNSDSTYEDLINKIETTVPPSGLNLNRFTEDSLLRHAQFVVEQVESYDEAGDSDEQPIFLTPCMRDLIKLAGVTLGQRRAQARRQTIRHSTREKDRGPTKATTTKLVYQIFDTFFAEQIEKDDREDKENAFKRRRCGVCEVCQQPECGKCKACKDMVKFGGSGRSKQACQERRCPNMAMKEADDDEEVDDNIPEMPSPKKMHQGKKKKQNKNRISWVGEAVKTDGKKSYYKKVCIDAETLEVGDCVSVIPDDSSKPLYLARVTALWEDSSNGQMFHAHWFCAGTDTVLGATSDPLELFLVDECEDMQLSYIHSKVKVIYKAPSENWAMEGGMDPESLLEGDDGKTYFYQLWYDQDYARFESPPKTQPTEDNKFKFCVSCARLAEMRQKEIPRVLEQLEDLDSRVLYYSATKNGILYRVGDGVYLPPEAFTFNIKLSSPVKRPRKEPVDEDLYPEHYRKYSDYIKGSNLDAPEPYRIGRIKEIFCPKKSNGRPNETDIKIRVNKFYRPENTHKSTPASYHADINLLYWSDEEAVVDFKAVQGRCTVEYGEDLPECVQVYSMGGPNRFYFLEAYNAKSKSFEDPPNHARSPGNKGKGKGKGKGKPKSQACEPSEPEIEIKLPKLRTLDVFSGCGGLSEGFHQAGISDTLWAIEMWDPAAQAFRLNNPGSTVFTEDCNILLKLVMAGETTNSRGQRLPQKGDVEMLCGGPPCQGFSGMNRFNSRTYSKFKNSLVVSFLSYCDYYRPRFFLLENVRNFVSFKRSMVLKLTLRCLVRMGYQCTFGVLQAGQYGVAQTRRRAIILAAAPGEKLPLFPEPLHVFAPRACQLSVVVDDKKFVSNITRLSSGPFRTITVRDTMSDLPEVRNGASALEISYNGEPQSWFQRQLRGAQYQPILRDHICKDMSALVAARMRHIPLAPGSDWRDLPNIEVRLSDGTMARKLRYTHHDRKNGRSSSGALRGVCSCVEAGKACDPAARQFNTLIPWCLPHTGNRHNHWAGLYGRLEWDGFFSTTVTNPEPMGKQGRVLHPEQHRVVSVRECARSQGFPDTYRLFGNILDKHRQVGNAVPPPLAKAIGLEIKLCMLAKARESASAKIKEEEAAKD
# STEP block: STEP (human) phosphatase inhibition; AID 588621; inhibition, % at 20 µM; recombinant STEP, OMFP fluorogenic substrate, fluorescence; hit rate 0.25% among 360,000; P54829;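 active means inhibition at 20 µM, scaled per plate between control wells, above about 37%, limit read from the data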;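 further: 0% = DMSO with enzyme and substrate and 100% = substrate only without enzyme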
#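 Test system: STEP tyrosine phosphatase / Reagent: OMFP at 25 µM / Doses: 20 µM, 1% DMSO / Read-out: percent inhibition scaled to no-enzyme and uninhibited-enzyme controls, plate-pattern corrected / Detection: FITC-channel fluorescence of OMFP product / Medium: Bis-Tris buffer pH 6.0, 2.5 mM DTT, 0.005% Tween 20 / Schedule: 20 min at room temperature, dark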
# The depositor's hits bear a star; i = inactive; x = no result given.
SMILES,Rpn11 block,MsrA inhibitor,CSN deneddyl inh,SUMO1-SIM PPI,Tb MetRS inh,NadD block,LMPTP inh,Scp-1 inhibitor,DNMT1 block,STEP block
COc1ccc(-c2nnn(CC(=O)NCc3ccc4c(c3)OCO4)n2)cc1OC,i,-0.4,1,7,-0.4,-6,0.4,-5,-3,2
COc1cccc(NC(=O)C(=O)N/N=C/c2ccc3c(c2)OCO3)c1,i,1.4,-3,3,-0.6,-8,0.8,-2,1,-1
O=C(O)c1cc(-c2cccs2)nc2ccc(F)cc12,i,2.2,3,-10,-0.4,-6,-1.4,-5,2,-2
COc1ccc(CN2CCNC(=O)C2CC(=O)O)cc1OC (stereo not drawn),i,-0.7,-3,-1,-0.1,1,0.5,-6,4,-1
COc1ccc(-c2[nH]ncc2N=Nc2cc(C)cc(C)c2)cc1,i,0.7,-2,-6,-0.4,-5,2.2,-7,-2,-4
Cc1nn(CC(=O)NCC(C)c2ccccc2)c(=O)c2cc(-c3ccccc3)nn12 (stereo not drawn),i,-0.1,3,3,-0.5,-8,-1.1,-1,16,1
COc1ccc(NC(=S)NC(=O)/C=C/c2cccs2)cc1,i,0.6,0,-2,-0.8,7,0.6,-5,-15,0
CC(NC(=O)/C(=C/c1ccc2c(c1)OCO2)NC(=O)c1cccc([N+](=O)[O-])c1)C(=O)O (stereo not drawn),i,2.9,1,-17,-0.2,-2,-1.3,4,-1,-1
O=C(NCc1ccccc1)c1c(Cl)nc(Cl)c(Cl)c1Cl,i,-0.1,1,2,-1.1,-9,4.7,-7,19,-1
CCOC(=O)c1cc(-c2ccccc2)n(CC(=O)Nc2cccc(OC)c2)c1C,i,-0.1,-6,-2,0.7,-13,1.2,-10,5,-3

# Next section (2 carried over from the part before).
SMILES,Rpn11 block,MsrA inhibitor,CSN deneddyl inh,SUMO1-SIM PPI,Tb MetRS inh,NadD block,LMPTP inh,Scp-1 inhibitor,DNMT1 block,STEP block
O=C(NCc1ccccc1)c1c(Cl)nc(Cl)c(Cl)c1Cl,i,-0.1,1,2,-1.1,-9,4.7,-7,19,-1
CCOC(=O)c1cc(-c2ccccc2)n(CC(=O)Nc2cccc(OC)c2)c1C,i,-0.1,-6,-2,0.7,-13,1.2,-10,5,-3
O=c1c2ccccc2nc2n1CCCS2,i,1.2,4,-1,-0.1,-3,-2.1,-6,4,2
O=c1c(-c2c(O)cc(O)c3c2O[C@H](c2ccc(O)cc2)CC3)c(-c2ccc(O)cc2)oc2cc(O)cc(O)c12,i,x,3,13,0.1,1,3.6,-11,-22,-2
CCOC(=O)C(C(=O)OCC)C(=O)c1cccc2ccc3ccccc3c12,i,0.3,-1,-4,-0.3,-2,-0.3,x,-3,1
O=C(NCCCN1CCOCC1)c1ccc(-n2nc(C(F)(F)F)cc2-c2cccs2)cc1,i,0.0,0,-2,-0.5,-6,-1.2,0,1,-1
Cc1c([N+](=O)[O-])ccc(S(=O)(=O)N2CCC(C(N)=O)CC2)c1C,i,1.0,-13,-3,-0.5,3,-1.9,2,6,-4
CCOc1ccc(NC(=O)Cc2ccccc2)cc1,i,-0.2,-15,-2,-1.0,-1,-0.5,-5,-3,2
CCn1cc(CNc2nc3nonc3nc2N2CCCCC2)cn1,i,4.2,-6,-5,0.3,-1,-0.7,0,-1,-2
COc1ccc(-c2ccc(C(=O)Nc3cccc(C(F)(F)F)c3)c3occc23)c(C)c1,i,1.0,-8,-3,-0.5,-1,4.1,x,15,0
C/C(=N\NC(=O)c1nnn(-c2nonc2N)c1CN(C)c1ccccc1)c1ccc(O)cc1,i,0.0,1,-1,-0.1,6,0.6,-5,-7,-5
CC(NC(=O)c1ccco1)C(c1cccs1)N1CCN(c2ccccc2F)CC1 (stereo not drawn),i,-0.6,-8,0,-0.7,-7,-0.3,-1,2,1
O=C(CCCc1c[nH]c2ccccc12)NCc1ccccc1C(F)(F)F,i,-0.4,0,1,-0.3,-9,0.7,-14,1,5
O=C1NC(=Nc2cccnc2)S/C1=C\c1cccc(F)c1,i,-0.3,13,-14,0.5,-2,-1.3,10,-1,57*
CCCCCN(C(=O)CCC(=O)OCCOc1cccc(Cl)c1)c1c(N)n(CCCC)c(=O)[nH]c1=O,i,0.3,0,6,-0.3,-3,-0.6,-4,-2,-1
CC1CCCC(NC(=S)NC(=O)c2ccco2)C1C (stereo not drawn),i,0.6,0,6,0.2,-1,1.0,-6,-1,-1
CCCNC(=O)CN1CCN(c2cc3ccccc3c(Cl)n2)CC1,i,0.4,100*,-12,0.9,4,0.0,-5,-6,-1
O=C(Nc1ccc2c(c1)OCO2)c1cc(C2CCCCN2C(=O)CCCc2ccccc2)on1 (stereo not drawn),i,1.4,-1,4,-0.3,-4,6.0,x,-1,0
O=C1C2C3C=CC(C4CC34)C2C(=O)N1c1cccc2ccccc12 (stereo not drawn),i,-0.1,-1,-1,-0.8,3,-1.1,-5,0,2
C=CCOc1ccc(C[C@H](N)C(=O)NC[C@H]2O[C@@H](n3cnc4c(N)ncnc43)[C@H](O)[C@@H]2O)cc1,i,x,1,2,-0.1,0,0.6,4,6,-1
CCCn1nnnc1SCC(=O)Nc1ccc(F)cc1,i,-0.2,-3,-3,0.1,8,-1.7,-3,1,1
Cc1ccccc1NC(=S)NCC1CCN(C(C)c2ccccc2)C1 (stereo not drawn),i,-1.2,1,-10,-0.4,-8,-2.3,-5,-1,2
CN(C)c1ccc(NC(=O)C(=O)NCCOc2ccccc2)cc1,i,-0.1,0,3,0.3,-2,0.4,-8,-4,1
COc1ccc(C(=O)Nc2ccc(Br)cn2)cc1S(=O)(=O)N1CCOCC1,i,0.2,-2,1,-0.1,-2,-1.3,-6,0,-3
CCCCOc1ccc(C(O)C(CN2CCOCC2)c2ccccc2)cc1 (stereo not drawn),i,0.2,3,4,-0.4,-6,-0.9,-7,-2,0
COC(=O)CC1=NN(c2ccccc2)C(=O)/C1=C\c1ccc(OC)cc1,i,-0.7,-2,0,-0.2,-1,0.2,-4,-3,-1
COc1ccc(CN2C(=O)c3ccccc3C2c2nnnn2-c2ccc3c(c2)OCCO3)cc1OC (stereo not drawn),x,-0.4,-4,-3,-0.7,-3,0.2,x,x,x
CCc1ccc([C@@H]2C[C@H]3[C@@H](CN2S(=O)(=O)c2ccc(C)cc2)C(=O)C[C@@H](c2ccc(Cl)cc2)N3S(=O)(=O)c2ccc(C)cc2)cc1,i,0.5,-2,-1,-0.3,12,0.5,x,-20,0
Cc1ccc(C(=O)Nc2nc3ccc(S(C)(=O)=O)cc3s2)cc1C,i,-0.3,-2,-14,-1.3,-6,-2.7,4,3,-2
CCN(CC(=O)Nc1ccc2c(c1)OCCO2)C(=O)/C=C/c1ccc(OC)c(OC)c1,i,2.8,1,-2,-0.3,0,-0.1,-11,1,-1
O=C(CSc1ncnc2ccccc12)Nc1ccc2c(c1)OCCO2,i,0.9,4,-6,-0.7,-6,-1.0,5,1,-4
O=C(NC1CCN(Cc2ccccc2)CC1)c1ccc2c(c1)OCCCO2,i,-1.2,0,2,-1.1,0,0.0,-8,-1,0
Nc1ccccc1C(=O)NC12CC3CC(CC(C3)C1)C2,i,-0.6,-4,-1,-0.8,1,-0.6,-4,1,-1
O=C(NC1CC(=O)N(c2cccc(F)c2)C1)C(=O)c1c[nH]c2ccccc12 (stereo not drawn),i,2.4,2,-9,0.0,3,20,-4,5,1
CC(C)CCn1c(CN2CC(C)OC(C)C2)nc2c1c(=O)n(C)c(=O)n2C (stereo not drawn),i,0.2,9,2,0.3,0,-2.0,-9,-2,0
CCn1c(COc2ccc(Cl)cc2)nnc1SC1CCc2ccccc2C1=O (stereo not drawn),i,0.1,-10,-2,-0.9,2,2.6,2,-1,1
O=C(NNC(=O)C1CCN(S(=O)(=O)c2ccc(Cl)cc2)CC1)c1ccncc1,i,1.6,-6,-1,-1.9,2,0.7,7,2,-3
O=c1c2ccccc2nc(-c2ccco2)n1/N=C/c1ccccc1O,i,1.1,2,1,-1.6,4,-1.5,-19,15,-1
O=C1CCCc2[nH]c(-c3ccccc3)nc21,i,-1.1,-10,3,-0.3,-1,-0.3,-7,0,1
Cc1ccc(OCC(=O)Nc2cc(S(=O)(=O)N3CCOCC3)ccc2Cl)c([N+](=O)[O-])n1,i,1.1,-3,-10,-0.2,-2,-0.3,-16,-1,2
O=C1c2ccccc2C(c2nnnn2-c2ccc3c(c2)OCCO3)N1Cc1cccnc1 (stereo not drawn),x,-1.2,4,1,-0.1,-1,0.7,x,x,x
COc1cc(OC)c(S(=O)(=O)NC(C)C)cc1S(=O)(=O)NC(C)C,i,0.9,-5,4,-1.4,-3,-0.8,-2,-1,-1
Cc1noc(C)c1COc1ccccc1C(=O)N1CCN(S(=O)(=O)c2cccc(Cl)c2)CC1,i,1.9,-10,2,-0.4,-1,-1.4,2,0,-2
Cc1cccc(NC(=O)c2cc3ccccc3o2)c1,i,0.5,6,-2,-1.1,-4,0.0,-7,0,-2
CCOC(=O)c1ccccc1NC(=O)CSc1nc(N)cc(N)n1,i,-0.1,-7,0,-0.4,3,0.4,-2,2,-3
O=C(NCCOC(=O)c1ccc(C(=O)OCCNC(=O)c2cccnc2)s1)c1cccnc1,i,0.1,1,-7,-1.1,1,0.3,-6,-37,16
COc1cc(OC)c(NC(=O)CC2SC(N)=NC2=O)cc1Cl (stereo not drawn),i,-0.2,-6,-1,-0.1,-4,-1.0,x,4,-2
CCc1nnc(NC(=O)CSc2nnc(C)c(=O)n2N)s1,i,-1.1,2,1,-0.5,-8,-0.8,-2,3,-2
Cc1ccnc(NS(=O)(=O)c2ccc(N3C(=O)Nc4ccccc4N3O)cc2)c1,i,-2.0,-4,-4,-1.1,2,0.4,0,1,3
CC1CCCCC1NC(=S)NC(=O)c1sc2ccccc2c1Cl (stereo not drawn),i,0.2,-3,-16,-0.7,5,0.1,-5,2,4
CCc1ccc(NC(=O)Cn2c3[n+](c4c(F)c(F)ccc42)CCCCC3)cc1,i,-0.5,3,-3,0.2,-3,-0.7,5,1,0
Cn1[nH]c(CSc2ccc(Cl)cc2)cc1=O,i,-0.9,-1,2,0.1,-2,0.1,-5,-20,-1
